Screening data: PubChem, Sanford-Burnham Center for Chemical Genomics
GPR35 antagonists: inhibition of zaprinast-stimulated GPR35 beta-arrestin translocation – imaging, U2OS, beta-arrestin-GFP, zaprinast agonist, primary screen (AID 2058); 290,000 tested, 0.052% active; U2OS GPR35 beta-arrestin-GFP translocation imaging, zaprinast antagonism; higher % means a stronger effect; inhibition, % at 10 µM; hits with a dose series show IC50 in µM;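 active = inhibition of at least 50% with at least 30 cells and total cytoplasm GFP at most 10,000,000; inconclusive = under 30 cells or total GFP of 10,000,000 plus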
KOR beta-arrestin-1: KOR agonists, beta-arrestin recruitment, primary screen, cell-based, luminescence, uHTS (AID 1777) | activation, % at 10 µM; hits with a dose series show EC50 in µM | 280,000 tested, 0.02% active | KOR beta-arrestin recruitment, luminescence; higher % means a stronger effect; in the data active = activation above about 50%, passing the limit was not always enough; also: a part of the inactive calls stands beside numbers as strong as those of hits
KOR beta-arrestin-2: KOR antagonists, beta-arrestin recruitment, cell-based, luminescence, uHTS (AID 1778); KOR beta-arrestin recruitment, luminescence, antagonist mode; higher % means a stronger effect; inhibition, % at 10 µM, or IC50 in µM where a hit was titrated; 290,000 tested, 0.091% active; in the data active = inhibition above about 50%; also: strong numbers were not always called active
HIV peptide binding: inhibitors of HIV fusion peptide binding, primary screen, biochemical, uHTS, fluorescence dequenching (AID 1986); cell-free peptide binding, fluorescence dequenching, 30 min; higher % means a stronger effect; one-dose inhibition, % at 20 µM; IC50 in µM for titrated hits; 290,000 tested, 0.3% active; in the data active = inhibition mostly above about 52%, no sharp cut-off; inactive = mostly below about 76%; also: some results filed as inactive read as strong as hits
GPR55 LPI antagonism: GPR55 antagonists blocking LPI-driven arrestin recruitment, primary screen, imaging, U2OS, beta-arrestin-GFP, LPI agonist (AID 2013). U2OS GPR55 beta-arrestin-GFP translocation imaging, LPI antagonism; higher % means a stronger effect. inhibition, % at 10 µM; hits with a dose series show IC50 in µM. 290,000 tested, 0.13% active;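 active = spots per cell inhibited over 60%, with over 100 cells counted and total cytoplasm intensity under 500,000; inconclusive = wells with under 100 cells, flagged as likely toxic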;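 also: U2OS cells stably carrying GPR55 and arrestin-GFP stimulated by 5 µM LPI near EC80; imaged beta-arrestin-GFP aggregate spots per cell after agonist stimulation; plate controls were LPI-stimulated DMSO wells for no effect and DMSO wells without LPI for full effect; some results filed as inactive read as strong as hits; confirmed hits need IC50 under 10 µM and bright autofluorescent wells are also inconclusive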
SIAH1 antagonists: blockers of Siah-1 interaction with plectin peptide – biochemical, fluorescence polarization, rhodamine-plectin, uHTS, primary screen (AID 1817) | 290,000 tested, 0.02% active | Siah-1 / rhodamine-plectin peptide fluorescence polarization; higher % means a stronger effect | displacement, % at 20 µM; hits with a dose series show IC50 in µM;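 active = displacement of at least 50% at 20 µM, with a fluorescence ratio check between 0.3 and a set limit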;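 also: plate controls were Siah plus tracer with DMSO for no effect and tracer alone without Siah for full effect; strong numbers were not always called active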
NOD1 NF-kB reporter: NOD1 signaling inhibitors, primary screen, cell-based, luminescence, uHTS (AID 1578) | NOD1-driven NF-kB luciferase reporter cells, luminescence; higher % means a stronger effect | inhibition, % at 4 µM, or EC50 in µM where a hit was titrated | 290,000 tested, 1% active; in the data active = inhibition mostly above about 36%, no sharp cut-off; inactive = mostly below about 34%;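 also: HEK-293T reporter cells stimulated with the NOD1 agonist gamma-tri-DAP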
GPR55 beta-arrestin: GPR55 agonists via beta-arrestin recruitment, primary screen, imaging, U2OS cells, beta-arrestin-GFP redistribution (AID 1961); U2OS GPR55 beta-arrestin-GFP redistribution imaging; higher % means a stronger effect; activation, % at 10 µM; hits with a dose series show EC50 in µM; 290,000 tested, 0.048% active;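 active = activation above 40% with more than 50 cells counted in the well; inconclusive = wells holding fewer than 50 cells, flagged as toxic or sparse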;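 also: U2OS osteosarcoma cells stably expressing GPR55 and beta-arrestin-GFP; plate controls were DMSO negative control for no effect and LPI positive control for full effect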
AID2073: disruptors of CaV2.2 binding to Mint1 – biochemical, HTRF (AID 2073) | 290,000 tested, 0.19% active | HTRF protein-protein interaction, Mint1-CaV2.2; higher % means a stronger effect | inhibition, % at 20 µM, or IC50 in µM where a hit was titrated; in the data active = inhibition mostly above about 51%, no sharp cut-off; inconclusive = no clear call, values can overlap the other calls; inactive = mostly below about 53%; also: some results filed as inactive read as strong as hits
The depositor's hits bear a star; ? = inconclusive; . = not tested or not shown; [ ] = dose if it differs, or a comment.

Order of results: GPR55 beta-arrestin | KOR beta-arrestin-2 | KOR beta-arrestin-1 | GPR55 LPI antagonism | NOD1 NF-kB reporter | AID2073 | SIAH1 antagonists | HIV peptide binding | GPR35 antagonists
1. COc1cc(CNc2ccc3[nH]c(=O)[nH]c3c2)ccc1OCc1ccccc1Cl
  -0.2% | -26% | 4.1% | 10% | . | -35% | 1% | -1.2% | -8%
2. O=C(c1ccc(-n2cncn2)c([N+](=O)[O-])c1)N1CCN(S(=O)(=O)c2ccc(Cl)cc2)CC1
  0.3% | -1% | -2.6% | 10% | -17% | -2% | 6% | 1.0% | -11%
3. CCN(CC(=O)Nc1ccc(OC)cc1)CC(=O)Nc1ccc(Br)cc1F
  -0.3% | -10% | -4.3% | 10% | -57% | -7% | 11% | -1.2% | 2%
4. O=C(CC(O)(C(F)(F)F)C(F)(F)F)Nc1ccc(Cl)c(Cl)c1
  0.4% | 5% | 0.6% | 6% | 32% | 5% | 3% | 7.1% | 12%
5. O=C(CSc1ccccn1)Nc1ccc2c(c1)C(=O)c1ccccc1C2=O
  0.9% | -176% | 26% | 6% | -33% | 26% | 6% | -11% | -8%
6. CC(Oc1ccc2c(-c3ccccc3)cc(=O)oc2c1)C(=O)N1CCC[C@@H]1C(N)=O (some centres not stated)
  -0.1% | -24%[20 µM] | -0.8% | 14% | -29% | 6% | 0% | -0.8% | -9%
7. O=S1(=O)N=C(N(CCO)/N=C/c2ccncc2)c2ccccc21
  0.2% | 21% | -3.4% | 14% | 14% | ? | -6% | -0.3% | 11%
8. Cc1n[nH]c(C)c1CCC(=O)N/N=C/c1cccc([N+](=O)[O-])c1
  -0.1% | -25% | -3.8% | 6% | -25% | 2% | 14% | -0.9% | 4%
9. CCN1CCN(CCCOc2ccc(Cl)cc2Br)CC1
  -0.1% | -128%[20 µM] | 0.7% | 4% | -24% | -4% | 6% | 0.6% | 3%
10. Cn1c(SCC(=O)NC2CCCCC2)nnc1-c1cc2cc(Cl)ccc2o1
  0.2% | 6% | 6.5% | 9% | -40% | 5% | 19% | -4.0% | -2%
11. COC(=O)C(CC(C)C)NC(=O)c1cc(OC)c(OC)c(OC)c1 (configuration not stated)
  -0.2% | -6% | -0.8% | 2% | 4% | 4% | -7% | -2.1% | 17%
12. CN(Cc1nc(-c2ccc(Cl)cc2)no1)C(=O)c1ccco1
  -0.1% | 3% | 1.4% | 4% | -37% | 10% | 2% | 0.4% | -9%
13. COCCn1c(C)cc(C(=O)COC(=O)CCN2C(=O)c3ccccc3C2=O)c1C
  0.2% | 4% | -4.9% | 7% | -24% | -6% | 9% | -1.1% | 6%
14. CC(=O)c1c(C)[nH]c(C(=O)OCCCCN2C(=O)c3ccccc3C2=O)c1C
  0.3% | -38% | 2.8% | -18% | 36% | 48% | -2% | -0.9% | -15%
15. COc1ccc(C(=O)NC2(C(F)(F)F)C(=O)N(Cc3ccco3)C3=C2C(=O)CC(C)(C)C3)cc1OC (configuration not stated)
  -0.1% | -9% | 2.8% | 5% | 5% | 8% | 0% | 0.1% | 0%
16. Cc1ccc(S(=O)(=O)NCC(=O)NC2CCCCCC2)cc1
  0.2% | 18% | -2.7% | 7% | -18% | -3% | 2% | -0.8% | -14%
17. CC(C)OC(=O)C1C(=O)CC(C)(O)C(C(=O)OC(C)C)C1c1cccc(O)c1 (configuration not stated)
  0.2% | -11% | -5.3% | -9% | -6% | -4% | -2% | -2.2% | -1%
18. CCc1cc(=O)oc2c3c(cc(OCC(=O)N[C@H](C(=O)O)[C@H](C)CC)c12)OC(C)(C)CC3
  -0.2% | 16% | -3.0% | -3% | 6% | 31% | 0% | 1.4% | 15%
19. COc1ccc(/C(O)=C2/C(=O)C(=O)N(CCCC(=O)O)C2c2ccc(OC)c(OC)c2)cc1 (configuration not stated)
  -1.8% | -31% | 7.7% | -14% | -30% | 5% | 0% | 0.6% | 2%
20. CCC(C(=O)NCCCN1CCCC1=O)n1c2ccccc2c2nc(=O)cc(C)n21 (configuration not stated)
  0.0% | -30% | 1.6% | -2% | 3% | 4% | -3% | 0.9% | 5%
21. OC(CNCC(c1ccc(Cl)cc1Cl)c1c[nH]c2ccccc12)c1ccccc1 (configuration not stated)
  2.4% | -3% | -6.7% | 19% | -28% | 8% | 8% | 0.6% | -12%
22. CC(C)[C@H](NC(=O)c1c(F)cccc1F)C(=O)OCC(=O)NC(=O)NC1CCCC1
  -0.1% | 6% | -1.2% | 10% | -1% | 8% | -5% | -1.0% | -6%
23. Cc1cccc(C(=O)OCC(=O)Nc2ccc(F)cc2)c1
  -0.2% | 4% | -3.2% | 7% | 1% | 3% | -4% | -2.5% | 16%
24. COC(=O)c1ccc(Cn2cnc3ccccc3c2=O)cc1
  -0.2% | 3% | 0.6% | 1% | -18% | 9% | -1% | 0.2% | -9%
25. COc1ccc(C(=O)c2coc3ccc(OC(C)=O)cc23)cc1
  -0.2% | 13% | -4.2% | -4% | -6% | 3% | -1% | -0.7% | -8%
26. Cc1ccc(N2CCOCC2)c2c1C(=O)c1ccccc1C2=O
  0.4% | 13% | 1.7% | 10% | 2% | -11% | -7% | -6.8% | 18%
27. Cc1ccccc1C(=O)Nc1ccccc1C(=O)N1CCC(C)CC1
  -0.2% | -1% | 1.8% | 1% | -49% | 4% | 6% | -2.0% | -21%
28. O=C(CSc1nc2[nH]ncc2c(=O)n1-c1ccccc1)N1CCCc2ccccc21
  -0.3% | 8% | -4.0% | -1% | -6% | -3% | 0% | 0.5% | -1%
29. COc1ccc(CNC(=O)CSc2nnc(Cn3nnc4ccccc43)n2C)cc1
  -0.2% | -18% | -3.6% | -6% | 14% | 0% | 2% | -2.7% | 11%
30. O=C(NCc1cccs1)C1CCCN1C(=O)Nc1ccccc1[N+](=O)[O-] (configuration not stated)
  0.2% | -13% | 2.1% | -2% | -24% | -10% | -2% | -0.7% | 6%

Given with one line to a screen: 2 of the compounds above.
(9) CCN1CCN(CCCOc2ccc(Cl)cc2Br)CC1
(10) Cn1c(SCC(=O)NC2CCCCC2)nnc1-c1cc2cc(Cl)ccc2o1

screen / no.	9	10
GPR55 beta-arrestin	-0.1%	0.2%
KOR beta-arrestin-2	-128%[20 µM]	6%
KOR beta-arrestin-1	0.7%	6.5%
GPR55 LPI antagonism	4%	9%
NOD1 NF-kB reporter	-24%	-40%
AID2073	-4%	5%
SIAH1 antagonists	6%	19%
HIV peptide binding	0.6%	-4.0%
GPR35 antagonists	3%	-2%

The listing picks up, starting two compounds before the break.
Order of results: GPR55 beta-arrestin | KOR beta-arrestin-2 | KOR beta-arrestin-1 | GPR55 LPI antagonism | NOD1 NF-kB reporter | AID2073 | SIAH1 antagonists | HIV peptide binding | GPR35 antagonists
29. COc1ccc(CNC(=O)CSc2nnc(Cn3nnc4ccccc43)n2C)cc1
  -0.2% | -18% | -3.6% | -6% | 14% | 0% | 2% | -2.7% | 11%
30. O=C(NCc1cccs1)C1CCCN1C(=O)Nc1ccccc1[N+](=O)[O-] (configuration not stated)
  0.2% | -13% | 2.1% | -2% | -24% | -10% | -2% | -0.7% | 6%
31. O=C(c1cc([N+](=O)[O-])ccc1N1CCOCC1)N1CCCC1
  -0.2% | -2% | 1.9% | 7% | -20% | -8% | -1% | 0.0% | -1%
32. Cc1ccc(N2C(=O)C3C(c4ccccc4)(C2=O)C3(c2ccccc2)c2ccccc2)cc1 (configuration not stated)
  -0.1% | 0% | 2.2% | 20% | 9% | 37% | 1% | -0.2% | 23%
33. COc1ccc(NC(c2ccccc2)c2ccncc2)cc1 (configuration not stated)
  0.2% | 20% | -2.8% | 4% | 1% | -2% | 13% | -1.8% | 4%
34. O=C(NCc1cccnc1)C(=O)NCC(c1ccco1)N1CCN(c2ccccc2F)CC1 (configuration not stated)
  0.3% | 5% | 14% | 12% | -1% | 4% | 1% | -3.7% | 8%
35. CC#CC(=O)N1CCCC(C(=O)c2ccc(SC)cc2)C1 (configuration not stated)
  -0.4% | -24%[20 µM] | -3.9% | -5% | -17% | 4% | 10% | 0.8% | -6%
36. CCOC(=O)c1sc(NC(=O)CSc2nnnn2-c2ccc(C)c(C)c2)nc1C
  -0.1% | 24% | -2.2% | 7% | -3% | -11% | 0% | 2.5% | 0%
37. COc1cccc(Nc2nc3ccc(OC)cc3s2)c1
  -0.4% | 7% | -5.1% | -1% | -50% | 5% | -5% | -1.9% | 20%
38. CCCCNC(=O)N1CCCC(C(=O)c2cc(C)c(OC)c(C)c2)C1 (configuration not stated)
  -0.2% | -41%[20 µM] | -3.2% | 5% | 15% | 0% | -2% | 0.3% | 0%
39. O=C(NCC1CCCO1)c1ccc(Br)s1 (configuration not stated)
  -0.1% | 2% | -4.5% | 8% | -35% | 3% | 10% | 1.1% | -9%
40. O=c1cc(N2CCOCC2)[nH]c(=O)n1Cc1ccc(F)cc1
  0.3% | 8% | -3.9% | 4% | -15% | 0% | 0% | 0.8% | -2%
41. COc1cccc(N2CCN(S(=O)(=O)c3ccc4nc(-c5ccccc5)[nH]c4c3)CC2)c1
  -0.1% | -8% | 8.0% | 28% | -46% | 6% | 1% | 1.4% | 2%
42. O=S(=O)(c1ccccc1F)N1CCC(c2nc3ccccc3[nH]2)CC1
  0.0% | -36% | 12% | -18% | -12% | 0% | -1% | 0.2% | 17%
43. Cc1cccc2sc(N(CCCN(C)C)C(=O)c3ccc(S(=O)(=O)N4CCc5ccccc5C4)cc3)nc12
  1.1% | -40% | 6.7% | -2% | 13% | 13% | -4% | 16% | 13%
44. Fc1ccc(C2=CC(c3ccco3)n3nnnc3N2)cc1 (configuration not stated)
  -0.1% | -14% | 0.7% | 4% | -9% | 5% | 0% | -0.4% | -8%
45. Cn1c(=O)c2c(nc3n2CC(COc2ccccc2)O3)n(C)c1=O (configuration not stated)
  -0.2% | -29%[20 µM] | 2.4% | -18% | -9% | 6% | -6% | -0.9% | -6%

A portion of the library; the hit share may differ from the screen's.
